TSG101-PTAP inh: blocks PTAP/TSG101 interaction to inhibit HIV-1 budding; Q99816; Fluorescence polarization, FITC-PTAP peptide / Tsg101 binding; Potency, µM (highest dose often 115 µM), for the others: at the top dose activity change, negative = inhibition, hits mostly inhibitors; 340,000 tested, under 10 active; AID 493005; active means well fitted inhibition curve with a large enough effect in the main read-out, with a control signal flat, not every such curve was filed as active; inconclusive means small, poorly fitted or top-dose-only effect, or effect the other way, or a change in a side signal; inactive means no such curve, though single readings can be large or run the other way; further: potency means the concentration at half of the fitted maximal effect; % of control where 0% means no effect
Target sequence (Q99816 whole entry, looked up): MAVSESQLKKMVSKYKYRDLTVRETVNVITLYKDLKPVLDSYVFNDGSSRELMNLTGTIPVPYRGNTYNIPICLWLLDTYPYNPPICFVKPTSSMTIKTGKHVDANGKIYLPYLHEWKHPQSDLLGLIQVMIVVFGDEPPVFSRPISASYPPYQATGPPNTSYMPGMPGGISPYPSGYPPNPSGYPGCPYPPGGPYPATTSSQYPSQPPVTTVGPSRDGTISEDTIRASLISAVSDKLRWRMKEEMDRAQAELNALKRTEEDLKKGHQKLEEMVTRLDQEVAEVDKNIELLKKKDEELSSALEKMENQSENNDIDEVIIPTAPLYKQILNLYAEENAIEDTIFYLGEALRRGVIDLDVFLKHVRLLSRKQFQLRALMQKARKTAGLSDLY
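Fluorescence polarization binding of Tsg101 binding domain (10 uM final) to FITC-labeled PTAP peptide (50 nM final) in HEPES pH 7.5 buffer with NaCl, Tween 20, EDTA, TCEP. Compounds added before peptide; binding 20 min at RT.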
S-ASM inh: inhibitors of human secretory acid sphingomyelinase | P17405 | placental ASM, HMU-PC fluorogenic substrate, 60 min | Potency, µM (doses to about 57.5 µM), inactives show top-dose activity change, negative = inhibition, most hits filed as inhibitors | hit rate 0.006% among 340,000 | AID 504937; further: potency means the concentration at half of the fitted maximal effect
Target sequence (P17405 47-631 limits assumed): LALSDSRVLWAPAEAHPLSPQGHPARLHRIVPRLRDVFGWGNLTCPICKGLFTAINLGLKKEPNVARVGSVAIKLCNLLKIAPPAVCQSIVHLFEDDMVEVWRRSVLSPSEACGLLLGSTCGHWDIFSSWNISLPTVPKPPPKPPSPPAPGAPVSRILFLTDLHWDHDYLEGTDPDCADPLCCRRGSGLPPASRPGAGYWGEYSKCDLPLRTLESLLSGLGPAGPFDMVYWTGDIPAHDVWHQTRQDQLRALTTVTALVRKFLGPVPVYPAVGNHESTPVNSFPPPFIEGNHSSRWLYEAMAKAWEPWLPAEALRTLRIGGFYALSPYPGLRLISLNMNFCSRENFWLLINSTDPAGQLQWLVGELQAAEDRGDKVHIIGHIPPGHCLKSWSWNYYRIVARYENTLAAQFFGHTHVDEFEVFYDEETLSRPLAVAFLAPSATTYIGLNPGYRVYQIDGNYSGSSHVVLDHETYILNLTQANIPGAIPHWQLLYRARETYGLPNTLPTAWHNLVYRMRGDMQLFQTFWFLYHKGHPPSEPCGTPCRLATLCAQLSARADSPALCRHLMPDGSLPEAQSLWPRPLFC
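Human placenta-derived ASM preincubated with compound 10 min at room temperature, then reacted with 9 uM (final) fluorogenic HMU-PC substrate for 60 min at 37 C. Stop solution raises pH to 10; fluorescence read at Ex 386/Em 447 nm.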
Giardia kill: kills Giardia lamblia; Giardia lamblia trophozoite viability; activity change, % at 7.66 µM, hits read low; hit rate 0.15% among 340,000; in the data active means activity change below about -80%; inconclusive means between about -30% and that limit;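 further: parasites exposed to compound for two days anaerobically before the ATP read; on the % scale 0 is the no-effect control and ±100 the full control effect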
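Anaerobic 48 hrs incubation at 37 deg C of 100 trophozoites/well with test compounds; ATPLite 1-Step luminescence, 15-30 min RT, reports cellular ATP as viability.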
Integrin act MD: activators of alpha7 integrin expression for muscular dystrophy; Potency, µM (titrated, usually from 38.3 µM), for the others: at the top dose activation, most hits filed as activators; hit rate 0.064% among 350,000; alpha7betagal myoblasts, beta-gal FDG fluorescence, 48 h;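 further: potency means the concentration at half of the fitted maximal effect; 100% = response of the positive control SU9516; nearly all actives have a fitted effect of over 60% in size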
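Alpha7betagal+/- myoblasts (passage 13) were plated 16-24 hr, then exposed to compounds (1:260 dilution of DMSO stock) for 48 hours at 37C. After MPER lysis, β-galactosidase reporter activity was read as FDG fluorescence (ex 480/em 540) after 30 minutes.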
The depositor's hits bear a star; u = inconclusive; [ ] = dose if it differs, or a comment. Unless noted, the call rests on the fitted dose curve; in most records, active means well fitted curve in the direction sought with a large enough effect; inconclusive means small, poorly fitted or top-dose-only effect, or another doubt; inactive means no such curve, though single readings can be large; an effect the other way counts as inactive or inconclusive. A portion of the library; rates above refer to the full screens.

mol | TSG101-PTAP inh | S-ASM inh | Giardia kill | Integrin act MD
O=C(Cc1cccc(NC(=O)C2CCCN(C(=O)C3CCCC3)C2)c1)Nc1cccc(C(=O)N2CCOCC2)c1 (centres undefined) | -4% | 0% | 2 | -24%
CCCCn1c(N)c(N(CC(C)C)C(=O)CN2C(=O)NC3(CCC(C(C)(C)CC)CC3)C2=O)c(=O)[nH]c1=O (centres undefined) | -3% | 0% | -3 | 12%
O=C(COC(=O)c1cccc(Cl)c1)Nc1cc(S(=O)(=O)N2CCOCC2)ccc1N1CCOCC1 | -10% | u | 3 | 10%
Cc1ccc(CN2CC(C(=O)N(CC(C)C)c3c(N)n(Cc4ccccc4)c(=O)[nH]c3=O)CC2=O)cc1 (centres undefined) | -1% | -1% | -19 | -15%
CCOc1ccc(CCNC(=O)c2ccc(C)c(S(=O)(=O)N3CCOCC3)c2)cc1OCC | 0% | 4% | u | -5%
COC(=O)C1SCCN1S(=O)(=O)c1ccc(Cl)cc1 (centres undefined) | -7% | 6% | -16 | -5%
CCCOC(=O)CC1C(=O)NCCN1Cc1ccccc1C (centres undefined) | 0% | 0% | -20 | -15%
O=Cc1cc2c(cc1[B-](F)(F)F)OCO2 | 0% | 281%[activator] | -4 | -7%
COCCCN(C(=O)c1ccc(-c2ccc(C(C)=O)cc2)o1)c1c(N)n(CC(C)C)c(=O)[nH]c1=O | 2% | 12% | -19 | 12%
O=C(COc1ccc(C(=O)c2ccccc2)cc1)Nc1ncccc1O | 0% | -1% | 22 | 24%
CCN(C(=O)CCCCC(=O)N(CC)c1ccccc1)c1ccccc1 | -2% | 2% | 14 | -23%
COCCN(CC(=O)Nc1ccccc1C(F)(F)F)C(=O)/C=C/c1cc(Cl)c2c(c1)OCCO2 | 0% | 4% | -3 | -5%
Nc1ccccc1-c1ccc(Cl)cc1 | 0% | -2% | -2 | 13%
CSc1ccccc1NC(=O)C(C)N(C)CC(=O)N1CCN(Cc2ccccc2)CC1 (centres undefined) | -5% | 2% | -16 | -27%
O=C(O)Cn1cc(F)c(=O)[nH]c1=O | 0% | 0% | 3 | -20%
COC(=O)Cn1c(=NC(=O)C2CC2)sc2c(C)cc(C)cc21 | -4% | 0% | -10 | 10%
O=C(O)CCC1(CCC(=O)O)CCCC(CCC(=O)O)(CCC(=O)O)C1=O | -1% | -2% | 3 | 4%
CSc1nc2c([nH]1)c(=S)n(C)c(=O)n2C | -8% | -2% | 9 | -63%[inhibitor]
O=C(O)c1ccccc1C(=O)c1cccc2c(F)cccc12 | 0% | 4% | -6 | 4%
c1ccc(C2NCCNC2c2ccccc2)cc1 (centres undefined) | 1% | 1% | 5 | -16%
CCOC(=O)C1CCN(C(=O)c2cccc(S(=O)(=O)N3CCCc4ccccc43)c2)CC1 | -1% | -2% | -10 | -14%
C=CCN(CC=C)CC(=O)Nn1c(C)ccc1C | -1% | 3% | -1 | 19%
c1ccc(-c2ccc(-c3ccncn3)cc2)cc1 | -1% | 1% | -23 | -3%
CN(Cc1ccccc1)C(=O)c1ccc(NC(=O)Cc2ccc(NC(=O)C3CCN(S(=O)(=O)c4cccc([N+](=O)[O-])c4)CC3)cc2)cc1 | -3% | 0% | 31[activator] | -39%[inhibitor]
C=CCOC(=O)C1=C[C@H](C2CCCCC2)C[C@H](OCc2ccc(CO)cc2)O1 | -1% | 0% | 23 | -38%
Cc1cn(C2CCCCC2)c(=O)n(-c2ccccc2)c1=O | 0% | 3% | 7 | -1%
O=c1[nH][nH]c(=O)c2nc(Nc3ccccc3)ncc12 | 0% | -4% | -18 | 17%
Nc1nc2c(ccc3ccccc32)s1 | 0% | -14% | 5 | 7%
COc1cccc(CN(c2ccccc2C(=O)O)S(=O)(=O)c2ccc(C)cc2)c1 | -1% | -2% | -4 | 17%
CN1C(=O)CCC2(c3ccccc3)CC=C(O)C=C12 (centres undefined) | 0% | 0% | -19 | -6%
COc1ccc2oc(C(=O)N3CCN(S(=O)(=O)c4c(C)c(C)cc(C)c4C)CC3)c(C)c2c1 | -5% | -8% | -8 | -9%
CCN1C(=O)NC(c2ccccc2)(c2ccccc2)C1=O | 1% | 2% | 20 | -18%
O=S(=O)(NCC1CCCO1)c1ccc(S(=O)(=O)N(Cc2ccc(F)cc2)C2CCCCC2)cc1 (centres undefined) | -1% | -16% | -12 | 36%
CN(CCc1ccccc1)C(=O)c1ccc(NC(=O)Cc2ccc(NC(=O)C3CCN(C(=O)C4CCC4)CC3)cc2)cc1 | 0% | 1% | 3 | -33%
c1ccc(CN2CCOCC2)nc1 | -4% | 5% | 10 | 20%
CCC1(C(N)=O)CC2C=CC1C2 (centres undefined) | 0% | 3% | -6 | -13%
S=C(Nc1ccc(Cl)cc1)N1CCOCC1 | -8% | 4% | 5 | 10%
Cc1c(C)c([N+](=O)[O-])c(C)c(C)c1N | -3% | -8% | 20 | 1%
CC1=C(c2ccccc2)C=NNCC1=O | -7% | 0% | 2 | u
Cc1ccnc(SCCn2c(N3CCOCC3)nc3c2c(=O)[nH]c(=O)n3C)n1 | -5% | 0% | 26 | -14%
COc1ccc(-c2cc(C(=O)Nc3ccccc3O)c3ccccc3n2)cc1 | -1% | -14% | 3 | -2%
CC(=O)Nc1c(-c2ccccc2)nc2ccc(Cl)cn12 | -3% | 3% | -15 | 9%
O=C1NC(=S)NC1=Cc1ccc(Cl)cc1Cl | 5% | 9% | -15 | 13%
COc1ccccc1-n1c(=O)c2c3c(sc2n2c(SC)nnc12)CCC3 | -8% | 1% | 7 | 11%
O=C1CCCCC1Nc1ccc(Cl)cc1 (centres undefined) | 1% | -1% | -14 | -2%

Molecules shown so far with a nitro group on carbon (two):
mol | TSG101-PTAP inh | S-ASM inh | Giardia kill | Integrin act MD
CN(Cc1ccccc1)C(=O)c1ccc(NC(=O)Cc2ccc(NC(=O)C3CCN(S(=O)(=O)c4cccc([N+](=O)[O-])c4)CC3)cc2)cc1 | -3% | 0% | 31[activator] | -39%[inhibitor]
Cc1c(C)c([N+](=O)[O-])c(C)c(C)c1N | -3% | -8% | 20 | 1%

The main list resumes with the four entries that preceded the break.
mol | TSG101-PTAP inh | S-ASM inh | Giardia kill | Integrin act MD
CC(=O)Nc1c(-c2ccccc2)nc2ccc(Cl)cn12 | -3% | 3% | -15 | 9%
O=C1NC(=S)NC1=Cc1ccc(Cl)cc1Cl | 5% | 9% | -15 | 13%
COc1ccccc1-n1c(=O)c2c3c(sc2n2c(SC)nnc12)CCC3 | -8% | 1% | 7 | 11%
O=C1CCCCC1Nc1ccc(Cl)cc1 (centres undefined) | 1% | -1% | -14 | -2%
CC(NCCN(C)C)C1CCC2C3CCc4cc(O)ccc4C3CCC12C (centres undefined) | 0% | 2% | u | 0%
Cc1ccc(Cn2c(C)c3cnn(CC(=O)NCCN4CCOCC4)c(=O)c3c2C)cc1 | 0% | -3% | 13 | -7%
COc1cc(C)cc(C(=O)C=Cc2ccccc2)c1O | -4% | -3% | -1 | -53%[inhibitor]
COc1ccc(C2=CC(=O)CCC2)cc1 | 2% | 2% | 5 | 16%
O=C(NNC(=O)c1ccncc1)Nc1ccc(Cl)cc1 | 0% | 4% | 0 | 18%
CCOC(=O)C1=NNC(C(=O)OCC)C1C(=O)OCC (centres undefined) | 0% | 5% | 12 | 3%
Cc1ccccc1CNC(=O)c1cc2ccccc2o1 | -4% | 0% | -1 | 6%
O=C(CCCC(=O)NN=Cc1ccc(Cl)cc1Cl)NN=Cc1ccc(Cl)cc1Cl | -2% | 2% | 19 | 0%
Cn1c(N)nc2nc[nH]c2c1=S | -2% | -1% | 13 | -4%
O=CN1CCN(C(C(=O)NC2CCCCC2)c2ccc(Cl)cc2)CC1 (centres undefined) | -5% | -2% | -26 | -12%
CC(C)(COC(=O)c1ccccc1)N1CC2CCC(C1)O2 | -1% | 2% | 2 | 20%
Nc1ccc(C(=O)NN2C(=O)[C@H](Cl)C2c2ccc(Cl)cc2)cc1 (some centres undefined) | -1% | -11% | 9 | 0%
Cc1cc(C)c(NS(=O)(=O)c2ccccc2)c(C)c1 | -3% | -3% | 12 | 3%
CC(NS(=O)(=O)c1cccc(C(=O)N(C)Cc2ccc(N3CCOCC3)cc2)c1)c1ccccc1 (centres undefined) | 1% | 7% | -2 | -6%
COc1ccc(CNC(=O)C2(CC3CC(c4ccccc4)=NO3)CCN(C(=O)Cc3ccc(F)cc3)CC2)cc1 (centres undefined) | 0% | -6% | 0 | -11%
Cc1ccc2scc(CN3CCCC3)c2c1 | -1% | -1% | 14 | -8%
O=[N+]([O-])c1ccccc1N=Nc1ccc(O)cc1O | 1% | -17% | 2 | 9%
COCOc1cc(O)c(C(=O)/C=C/c2ccccc2)c(OCOC)c1 | -1% | 3% | 1 | -35%
COc1cc([N+](=O)[O-])c2nc(C(=O)O)ccc2c1 | -5% | 2% | -1 | -44%
O=c1c2ccccc2nc(/C=C/c2ccc(Br)cc2)n1CCO | 1% | 75% | -13 | -5%
Cc1nc2nc(-c3ccccc3)nn2c(C)c1C | -7% | 2% | 8 | 0%
CCCC1(C)C(C#N)C(=O)NC(=O)C1C#N (centres undefined) | -1% | 1% | -10 | 9%
CC(C)OC(=O)c1c(N)sc2c1CCCC2 | -7% | -6% | 0 | -11%[7.66 µM]
O=CN1c2ccccc2CSc2ccccc21 | 1% | 5% | -22 | 17%
C=CCN([C@H](C(=O)OC)C(C)C)S(=O)(=O)CCNCc1ccccc1 | -7% | -1% | 2 | 2%
COC(C[C@H]1O[C@H]1C(=O)[C@H](C)OCc1ccccc1)OC | -6% | 3% | -26 | -49%[inhibitor]
Cc1nnc2sc(-c3ccc(NC(=O)c4ccc(-c5ccc(Cl)cc5Cl)o4)cc3)nn12 | 17% | 76%[activator] | -8 | 15%
CN(C)C(CNC(=O)c1cc2ccccc2o1)c1ccccc1 (centres undefined) | -7% | 3% | 0 | 20%
O=C(Nc1ccc(Cl)cc1)NN1CCCCCC1 | 2% | -2% | 7 | 20%
COc1cccc(-c2cc(C(=O)N/N=C/c3cccc(OC)c3OC)c3ccccc3n2)c1 | -2% | 0% | 9 | -6%
CC(C)C(NC(=O)CN(c1ccc2c(c1)OCCO2)S(=O)(=O)c1ccccc1)C(C)C | 0% | 3% | -19 | 0%
COc1ccc(CCn2c(-c3cccc([N+](=O)[O-])c3)nc3nc4ccccc4nc32)cc1 | -2% | -1% | 3 | 14%
COc1nnc(-c2ccc(N3CCCCC3)c(N)c2)c2ccccc12 | -6% | -11% | -2 | -47%[inhibitor]
O=C(O)c1cc(N2CCCCC2)ccn1 | -4% | -3% | -12 | 9%
O=C1NC2c3c(I)sc(I)c3C(=O)C2O1 (centres undefined) | u | 0% | -18 | -57%[inhibitor]
Cc1ccc(C(=O)Nc2cccc(S(=O)(=O)N3CCCCC3)c2)cc1S(=O)(=O)N1CCOCC1 | -3% | -1% | -15 | -13%
CC(=O)NC12CC3CC(C1)CC(C(=O)N1CCN(S(=O)(=O)c4ccc([N+](=O)[O-])cc4)CC1)(C3)C2 | -6% | -1% | 2 | -9%
CC(=O)Nc1ccc(S(=O)(=O)NC2(c3ccccc3)C(=O)N(C)C(=O)N(C)C2=O)cc1 | -2% | 2% | 9 | -2%
O=C(O)C1C2CCC(O2)C1C(=O)Nc1ccc(Br)cc1F (centres undefined) | 0% | 1% | -9 | 10%
COC(C[C@H](O)CC(=O)[C@@H](C)OCc1ccccc1)OC | -4% | 1% | 1 | -17%
CNc1ncnc(Sc2nc(N)nc3nc[nH]c23)c1[N+](=O)[O-] | -3% | 6% | 6 | -28%
COc1cccc(N2[C@@H](CC(C)=O)c3ccccc3S2(=O)=O)c1 | -18% | 4% | -15 | -15%
CCCCCC(=C/c1ccccc1)/C=N/Nc1ccc(S(=O)(=O)N2CCOCC2)cc1[N+](=O)[O-] | -2% | -3% | -10 | 10%
CNC(=O)c1cc2cc(Cl)cc(OC)c2oc1=O | 0% | 5% | -2 | 21%
O=C(NNC(=O)OCc1ccccc1)OCc1ccccc1 | -2% | 6% | -7 | -6%
COc1ccc(NS(=O)(=O)c2cccc3ccccc23)cc1 | -1% | -5% | -17 | 2%
CCOC(=O)c1ccc(NC(=O)c2c(N)n(Cc3ccccc3)c(=O)[nH]c2=O)cc1 | -5% | -2% | -13 | 3%
Cn1c(N)c(N=Cc2ccccc2)c(=O)n(C)c1=O | -6% | 5% | u | 10%

Screening results from PubChem BioAssay.
